KB-V1 cytotox: qHTS assay for MDR1-selective chemotherapeutics: Primary screen using the drug-selected MDR subline cells KB-V1; Potency, µM (series often up to 46.1 µM), for the others: top-dose activity change, negative = cytotoxicity, usual class: cytotoxic; 400,000 tested, 3.4% active; KB-V1 MDR cells viability, CellTiter-Glo, 72 h; further: potency means the concentration at half of the fitted maximal effect; on the % scale 0 is the no-effect control and ±100 the full control effect; nearly all actives have a fitted effect of over 60% in size
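Following 72 h at 37 degrees C with compound, KB-V1 cell viability was read by CellTiter-Glo luminescence, medium being phenol-red-free DMEM plus 10% FBS; concentration-response parameters came from normalized, curve-fitted qHTS data.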
IL-1B inflam inh: qHTS for Inhibitors of Inflammasome Signaling: IL-1-beta AlphaLISA Primary Screen; AID 743279, 2014; activity change, % at 57.5 µM; 360,000 tested, 4.7% active; THP-1 LPS/ATP IL-1B secretion, AlphaLISA, 16 h; hits give low values; in the data active means activity change below about -50%; inconclusive means mostly about -30% to -49%; further: on the % scale 0 is the no-effect control and ±100 the full control effect
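Secreted IL-1B measured by AlphaLISA bead assay after 16 h compound exposure of THP-1 cells; compounds (final up to 57.5 uM) added 1 h before LPS (250 ng/mL) and ATP (1.25 mM) stimulation; lower signal means less secretion.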
DRD3 agonist: qHTS of D3 Dopamine Receptor Agonist: qHTS; max activation, %; D(3) dopamine receptor (Homo sapiens), P35462; D3R DiscoveRx beta-arrestin cells, luminescence, 90 min; AID 652048, 2013; 410,000 tested, 0.58% active; in the data active means max activation above about 30%; further: 0% is about no effect; mostly tested at two doses, the higher about 12 µM
Target sequence (P35462 whole entry, looked up): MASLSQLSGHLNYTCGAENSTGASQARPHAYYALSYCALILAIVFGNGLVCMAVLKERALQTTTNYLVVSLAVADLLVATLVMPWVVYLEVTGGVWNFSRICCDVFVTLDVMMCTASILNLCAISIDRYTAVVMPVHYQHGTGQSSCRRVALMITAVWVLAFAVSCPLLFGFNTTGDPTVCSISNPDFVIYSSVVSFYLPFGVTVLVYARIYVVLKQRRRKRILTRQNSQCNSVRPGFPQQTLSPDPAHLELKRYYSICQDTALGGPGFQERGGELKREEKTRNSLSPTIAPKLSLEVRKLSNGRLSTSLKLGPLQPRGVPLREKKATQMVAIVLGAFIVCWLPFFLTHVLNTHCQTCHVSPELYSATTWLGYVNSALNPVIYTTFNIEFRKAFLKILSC
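Cells at 1500/well, incubated overnight, then treated with pinned compounds (dopamine as control) for 90 min at 37 degrees C. DiscoveRx reagent added for 30 - 60 minutes at room temperature; luminescence read.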
HT1080 IDH1KD tx: qHTS for induction of synthetic lethality in tumor cells producing 2HG: qHTS for the HT-1080-IDH1KD cell line; HT-1080 IDH1 knockdown viability, ATP luminescence, 48 h; 360,000 tested, 2% active; Potency, µM (highest dose often 46.1 µM), inactives show top-dose activity, negative = toxicity, hits mostly cytotoxic; AID 686971, 2013;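 further: potency means the concentration at half of the fitted maximal effect; 0% = DMSO wells and -100% = cell-free medium wells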
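Viability of IDH1-knockdown HT-1080 fibrosarcoma cells was assessed by CellTiter-Glo after 48 h at 37 °C with titrated compound; concentration-effect curves were classified by fit quality and response size.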
KB-3-1 cytotox: qHTS assay for MDR1-selective chemotherapeutics: Primary screen using the parental adenocarcinoma cell KB-3-1; 400,000 tested, 1.4% active; KB-3-1 viability, CellTiter-Glo ATP luminescence, 72 h; Potency, µM (series often up to 46.1 µM), for inactives: at the highest dose activity change, negative = cytotoxic, actives largely listed as cytotoxic; further: potency means the concentration at half of the fitted maximal effect; on the % scale 0 is the no-effect control and ±100 the full control effect; nearly all actives have a fitted effect of over 60% in size
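Using CellTiter-Glo luminescence, growth of non-resistant KB-3-1 adenocarcinoma cells is assessed 72 h after pin-tool compound addition at 37 °C. Normalized responses across the concentration series yield fitted curves.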
SW480 rerep: A quantitative high throughput screen for small molecules that induce DNA re-replication in SW480 colon adenocarcinoma cells | SW480 DNA re-replication, Hoechst DNA content imaging, 48 h | Potency, µM (doses to about 46.1 µM), without a hit: at the top dose re-replication activation, actives largely listed as activators | 340,000 tested, 1.8% active | AID 624297, 2012; further: potency means the concentration at half of the fitted maximal effect; % of control where 0% means no effect; nearly all actives have a fitted effect of over 55% in size
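Hoechst fluorescence of nuclei (405 nm excitation, 500-530 nm emission) measured by plate-scanning imager after 48 hr compound exposure at 37 C; re-replication scored as increased number of nuclei with elevated intensity.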
GLP-1R agonist: qHTS of GLP-1 Receptor Agonists; Potency, µM (series often up to 45.6 µM), without a hit: at the highest dose activation, usual class: activators; Glucagon-like peptide 1 receptor (Homo sapiens), P43220; HEK293 GLP-1R CRE-luciferase, luminescence, 4-6 h; cells express a hypersensitive GLP-1R form; 380,000 tested, 0.007% active; further: potency means the concentration at half of the fitted maximal effect; % of control where 0% means no effect
Target sequence (P43220 whole entry, looked up): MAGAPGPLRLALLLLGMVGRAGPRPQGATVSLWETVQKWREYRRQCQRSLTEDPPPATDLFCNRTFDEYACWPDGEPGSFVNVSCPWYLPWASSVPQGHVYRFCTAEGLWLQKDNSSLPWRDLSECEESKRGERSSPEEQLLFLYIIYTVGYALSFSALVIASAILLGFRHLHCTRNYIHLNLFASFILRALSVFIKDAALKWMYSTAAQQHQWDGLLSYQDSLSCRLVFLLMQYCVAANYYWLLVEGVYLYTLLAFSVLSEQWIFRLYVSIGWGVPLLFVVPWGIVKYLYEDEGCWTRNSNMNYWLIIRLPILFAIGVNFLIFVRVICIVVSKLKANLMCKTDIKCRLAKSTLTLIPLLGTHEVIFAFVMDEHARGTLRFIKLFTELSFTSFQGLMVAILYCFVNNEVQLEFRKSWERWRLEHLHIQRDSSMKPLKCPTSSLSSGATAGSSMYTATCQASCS
HT1080NT lethal: qHTS for induction of synthetic lethality in tumor cells producing 2HG: qHTS for the HT-1080-NT fibrosarcoma cell line. HT-1080-NT fibrosarcoma viability, CellTiter-Glo ATP luminescence, 48 h. Potency, µM (titrated, usually from 46.1 µM), inactives show at the top dose activity, negative = less viability, most hits filed as cytotoxic. 360,000 tested, 1.6% active. AID 686970, 2013;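 further: NT is the 2HG producing partner of a matched IDH1 knockdown line; potency means the concentration at half of the fitted maximal effect; 0% = DMSO-treated cells and -100% = media-only wells without cells; nearly all actives have a fitted effect of over 55% in size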
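Viability by CellTiter-Glo luminescence after 48 h compound exposure at 37C of HT-1080-NT cells (750/well, RPMI, 5% FBS). % activity scaled between DMSO wells and medium-only wells, then curve-fitted and categorized by curve class.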
D3 antag: qHTS of D3 Dopamine Receptor Antagonist: qHTS; 360,000 tested, 2.5% active; max response, negative = inhibition, %; D(3) dopamine receptor (Homo sapiens), P35462; D3R cells, DiscoveRx beta-arrestin luminescence, antagonist mode; hits give low values; in the data active means max response below about -50%; inconclusive means no clear call, values can overlap the other calls; further: on the % scale 0 is the no-effect control and ±100 the full control effect; mostly tested at two doses, the higher about 12 µM
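Cells plated overnight at 1500 cells/well, then exposed to library compounds with dopamine controls for 90 minutes at 37 degrees C. DiscoveRx reagent added for 30–60 minutes at room temperature; luminescence read, quantitative HTS format.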
Numbers without * were called inactive; ? = inconclusive; . = not tested or not shown; [ ] = dose if it differs, or a comment. Unless noted, the call rests on the fitted dose curve; in most records, active means well fitted curve in the direction sought with a large enough effect; inconclusive means small, poorly fitted or top-dose-only effect, or another doubt; inactive means no such curve, though single readings can be large; an effect the other way counts as inactive or inconclusive. Outcome played no part in choosing rows; overall some 12% were active at least once.

SMILES | KB-V1 cytotox | IL-1B inflam inh | DRD3 agonist | HT1080 IDH1KD tx | KB-3-1 cytotox | SW480 rerep | GLP-1R agonist | HT1080NT lethal | D3 antag
Cc1onc(C(=O)Nc2c(C)n(C)n(-c3ccccc3)c2=O)c1[N+](=O)[O-] | 22% | -5 | 1 | 1% | 14% | ? | 0% | 10% | -1
CN(CC(=O)NCCc1ccc(S(N)(=O)=O)cc1)S(=O)(=O)/C=C/c1ccccc1 | ? | 33 | -5 | -13% | -2% | -1% | 5% | -6% | 8
O=C(CCCN1C(=O)/C(=C/c2ccccc2Cl)SC1=S)NNC(=O)c1ccccc1 | ? | -102* | -8 | 10% | -1% | 13% | -14% | 5% | -7
O=C(COC(=O)c1ccc2c(c1)OCO2)NCc1ccc(Cl)cc1 | 0% | 6 | -6 | -1% | -12% | 1% | 1% | 0% | ?
Cc1ccccc1NS(=O)(=O)c1cc(C(=O)NCCC2=CCCCC2)ccc1C | ? | -14 | 2 | 9%[9.24 µM] | -15% | ? | 4% | ? | -27
CC(C)CC1C(=O)N(Cc2cn(CCC3OCCCO3)nn2)CCS(=O)(=O)N1Cc1ccc(-c2cccc(CO)c2)cc1 (stereo not given) | -1% | -20 | 7 | 5% | 4% | . | -9% | 8% | 2
CC(C)N(C(=O)Cn1c(Cl)nc2ccccc21)C(C)C | -22% | 23 | 1 | 1% | -9% | 0% | 3% | -1% | 0
Oc1ccccc1/C=N/NC(=S)NC1CC2C=CC1C2 (stereo not given) | -39% | -100* | 2 | ? | ? | 26% | ? | ? | -12
CC(C)c1ccc(-c2cc(C(=O)NN3CCN(C)CC3)c3ccccc3n2)cc1 | -23% | ? | -16 | -26% | 4% | -278%[inhibitor] | 9% | ? | -5
COC(=O)c1c(-c2ccc(F)cc2)csc1NC(=O)c1ccco1 | -1% | -15 | -3 | -5% | 0% | 8% | 2% | -4% | 24
C=CS(=O)(=O)c1c2cc(OC)ccc2nc2ccc(OC)cc12 | 21µM* | -98* | -23 | ? | ? | 21µM* | -11% | ? | -83*
Cn1c(SCC(=O)NC(=O)Nc2ccccc2)nnc1-c1ccncc1 | 6% | 20 | 11 | 6% | ? | 6% | 4% | 3% | 7
NCCNc1ccc([N+](=O)[O-])cc1 | -14% | 0 | -1 | -3% | -10% | -6% | 0% | 4% | -9
CCc1cccc2c(C(=O)CN3C(=O)C(=O)N(C4CCCC4)C3=O)c[nH]c12 | -2% | -7 | -13 | -3% | 0% | -4% | 0% | -3% | -19
COc1ccc(C(=O)N2CCCC(C)(C(=O)NS(=O)(=O)C3CC3)C2)cc1 (stereo not given) | 1% | 24 | -13 | 20% | 0% | . | -4% | 11% | -53*
CCCCN(C(=O)CSc1nnc(-c2ccccc2)n1C)c1c(N)n(Cc2ccccc2)c(=O)[nH]c1=O | -13% | -16 | 5 | 27% | -18% | 0% | 0% | 20% | 14
COCCC(=O)N1CCC(Oc2ccc(C(=O)NCCSC)cc2)CC1 | -7% | 8 | -3 | 19% | -4% | -5% | 0% | 13% | 16
COc1ccc(O)c(-c2[nH]ncc2C(=O)c2ccccc2)c1 | 15% | -10 | -6 | -2% | -9% | -9% | 7% | -1% | -57*
COCC(=O)Oc1c(Sc2ccccc2[N+](=O)[O-])c(C)nn1C(C)(C)C | 4% | -10 | -10 | 6% | -6% | 0% | -5% | 2% | -16
CC(=O)Nc1ccc(S(=O)(=O)N2CCNC(=O)C2)cc1 | 4% | 8 | 0 | 1% | 5% | 3% | -2% | 2% | 20
Cc1ccc([C@H]2C[C@@H](n3cc(C4CC4)nn3)[C@H](O)CN2C(=O)C2CCCCC2)cc1 | -19% | -2 | 3 | 8% | -7% | . | 1% | 19% | -23
CCOc1ccc(NC(=O)Nc2cc3c(cc2N2CCCCC2)n(C)c(=O)n3C)cc1 | 15% | . | -2 | . | -2% | . | 1% | . | .
COc1ccc(C2=NOC(C(=O)NCc3ccco3)C2)cc1OC (stereo not given) | ? | 17 | -2 | 4.5µM* | ? | 13µM* | 9% | 6.3µM* | -26
CCOC(=O)c1cc(S(=O)(=O)NCCc2ccc(OC)c(OC)c2)cn1C | 4% | 4 | 18 | 7% | 18% | -2% | -1% | 8% | 7
C/C(=N\N1CCN(c2ccccc2)CC1)c1ccccc1O | -1% | -4 | 8 | 14% | 0% | -8% | 13% | 13% | -7
Nc1ccc(-c2nc3ncccc3o2)c(Cl)c1 | -14% | ? | -13 | 16% | 25% | 10% | 10% | 8% | -12
Cc1ccc(-n2c([O-])nc(-[n+]3ccccc3)c2C=O)cc1 | -7% | 7 | 2 | 4% | 4% | ? | 0% | 4% | -16
Cc1cccc(CNc2ncnc3ccc(-c4cccnc4)cc23)c1 | 6% | . | . | . | 8% | -3% | -1% | . | .
COc1ccc(C(=O)Nc2ccccc2C(=O)N2CCCCC2C)cc1 (stereo not given) | -9% | -3 | -3 | 18% | -13% | -1% | 0% | 7% | 3
COc1cc(/C=C2/SC(=S)N(c3c(C)n(C)n(-c4ccccc4)c3=O)C2=O)ccc1O | 29% | 11 | 1 | -21% | 3% | -3% | 9% | -23% | ?

3 of these compounds, reformatted:
smiles	KB-V1 cytotox	IL-1B inflam inh	DRD3 agonist	HT1080 IDH1KD tx	KB-3-1 cytotox	SW480 rerep	GLP-1R agonist	HT1080NT lethal	D3 antag
CC(C)N(C(=O)Cn1c(Cl)nc2ccccc21)C(C)C	-22%	23	1	1%	-9%	0%	3%	-1%	0
Oc1ccccc1/C=N/NC(=S)NC1CC2C=CC1C2 (stereo not given)	-39%	-100*	2	?	?	26%	?	?	-12
CC(C)c1ccc(-c2cc(C(=O)NN3CCN(C)CC3)c3ccccc3n2)cc1	-23%	?	-16	-26%	4%	-278%[inhibitor]	9%	?	-5

Other results.
SMILES | KB-V1 cytotox | IL-1B inflam inh | DRD3 agonist | HT1080 IDH1KD tx | KB-3-1 cytotox | SW480 rerep | GLP-1R agonist | HT1080NT lethal | D3 antag
CCN1CCN(C(=S)NC(CC(=O)c2ccccc2)c2ccccc2)CC1 (stereo not given) | -24% | ? | -10 | -4% | 4% | -8% | -1% | -7% | -3
CN1CCN(C(=O)C[C@@H]2CC[C@@H]3[C@H](COC[C@@H](O)CN3Cc3cccc(Cl)c3)O2)CC1 | -8% | 12 | 5 | 14% | 3% | . | . | 17% | 6
Nc1nc2c3ccccc3nc(Cc3ccccc3)n2n1 | 4% | 3 | 11 | 14%[9.24 µM] | 9% | -5% | 8% | -25% | 18
CCCCNC(=O)C[C@@H]1C[C@@]2(C(=O)OC)CCCCC=C2N(Cc2ccc(Cl)cc2Cl)C1=O | 23% | -5 | -4 | -19% | -10% | . | 10% | ? | -5
Cc1nn(-c2ccccc2)c(C)c1/C=N/NC(=O)c1ccccc1NS(=O)(=O)c1cccs1 | 26% | 5 | -24 | -12% | 4% | -4% | 4% | -4% | 3
Cc1cccc(NS(=O)(=O)c2ccc(C3CCCCC3)cc2)n1 | -3% | 34 | 1 | ? | -4% | 0% | 28% | -3%[9.24 µM] | 19
CCOc1cccc(C(=O)NC2CCCCC2)c1 | ? | 0 | -2 | 3% | 0% | -12% | -1% | -6% | -16
CN1CCN(C(=O)C2=C[C@@H](c3ccc(C(F)(F)F)cc3)C[C@@H](OCc3ccc(CO)cc3)O2)CC1 | ? | -29 | -13 | -19% | -2% | 0% | 15% | -4% | 1
CCOc1ccc2c(CC)cc(=O)oc2c1OCC | -5% | -29 | -1 | -1% | 0% | -4% | 23% | -1% | 0
Cc1ccc(C2C(C#N)=C(N)N(c3cccnc3)C3=C2C(=O)CCC3)s1 (stereo not given) | -21% | -5 | -4 | -1% | ? | 16% | -3% | -3% | -11
O=C(Cc1ccccc1)NCC(=O)OCC(=O)c1cccc([N+](=O)[O-])c1 | 10% | 3 | 8 | 5% | -1% | -10% | -1% | 5% | -14
CC(C1SC(=S)NC1=O)C1SC(=S)NC1=O (stereo not given) | -1% | -22 | -2 | -3% | 3% | . | -3% | -5% | 2
CC(=O)NCCc1nc2ccccc2n1Cc1ccccc1 | 0% | -26 | -4 | 0% | -9% | -6% | -2% | 2% | -13
NC(=NCCc1ccccc1)NS(=O)(=O)c1ccc2ccccc2c1 | -2% | 6 | 2 | 15% | 7% | -14% | -1% | 9% | 17
Cc1ccc2cc3c(nc2c1)N(c1ccccc1)CC3 | -3% | 24 | 5 | -10% | 14% | 0% | -3% | -5% | -2
O=C(CN1CCN(S(=O)(=O)c2ccccc2)CC1)Nc1ccc2c(c1)OCO2 | -5% | -9 | 1 | -1% | -1% | 1% | 8% | -5% | 14
O=C(Nc1ccccc1)c1ccccc1OCC(O)CN1C(=O)c2ccccc2S1(=O)=O (stereo not given) | 18% | -5 | 3 | 2% | -1% | -4% | -4% | -1% | 15
COc1ccc(CCNC(=O)CCCn2ncn3c(cc4occc43)c2=O)c(OC)c1 | -16% | ? | 24 | 0% | -10% | -22% | -1% | -2% | 8
Cc1ccc(S(=O)(=O)N2CCN(C(=O)CSc3nnc(C)c(=O)[nH]3)CC2)cc1 | 24% | 1 | 2 | 13% | -1% | -6% | -5% | 11% | -4
C[C@@H]1CN([C@@H](C)CO)C(=O)CCCn2nncc2CO[C@@H]1CN(C)C(=O)Nc1ccnc(N2CCOCC2)c1 | 3% | 18 | 3 | 7% | 8% | . | 5% | 11% | 13
CC(C)(C)NS(=O)(=O)c1cc2c3c(c1)CCN3C(=O)CC2 | 0% | -2 | 0 | 0% | 4% | -10% | -4% | 8% | -3
